hERG WT inh = blocks the wildtype human KCNH2 potassium channel. activity change, % at 1.84 µM. AID 720551. U2OS, BacMam KCNH2, thallium flux FluxOr; hits give low values. actives 0.37% (n = 340,000). Q12809;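 active means maximum activity change below -70%; inconclusive means maximum activity change between -70% and -50%; inactive means maximum activity change above -50%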; further: on the % scale 0 is the no-effect control and ±100 the full control effect
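U2OS cells transduced with wild-type KCNH2 virus are loaded with FluxOr dye for 45 min, and thallium flux is measured in kinetic reads before and after stimulation buffer. Rate constants are normalized to DMSO controls.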
Giardia kill = kills Giardia lamblia | Giardia lamblia trophozoite viability | activity change, % at 7.66 µM, hits read low | actives 0.15% (n = 340,000) | AID 540267; in the data active means activity change below about -80%; inconclusive means between about -30% and that limit;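 further: parasites exposed to compound for two days anaerobically before the ATP read; on the % scale 0 is the no-effect control and ±100 the full control effect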
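Compounds were tested on trophozoites seeded at 100 cells/well and held 48 hrs at 37 deg C anaerobically. An ATP-based luminescent kit measured the remaining live cells.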
TRPV1 agonist = agonists of human vanilloid receptor 1 (TRPV1) | Q8NER1 | TRPV1-expressing cells, Fluo-8 calcium influx, agonist mode | AID 540275 | actives 0.19% (n = 320,000) | activation, % at 8.33 µM; in the data active means activation above about 80%; inconclusive means between about 30% and that limit; further: 0% is about no effect
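TRPV1-expressing cells were cultured overnight at 35.5C and loaded with Fluo-8 calcium dye for 40 to 90 min at room temperature. After a 10 s baseline, compound was added and calcium influx was read kinetically for 3 min (ex 480/em 520 nm).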
B2AR arrestin = recruits beta-arrestin to the human beta2-adrenergic receptor. P07550. AID 492947. actives 0.02% (n = 330,000). beta-arrestin recruitment to beta2AR, cell-based reporter. Potency, µM (series often up to 46.1 µM), inactives show at the highest dose activation, most hits filed as activators;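 further: potency means the concentration at half of the fitted maximal effect; 0% = DMSO controls and full agonism = EC100 isoproterenol or metaproterenol; nearly all actives have a fitted effect of over 65% in size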
Target sequence (P07550 whole entry, looked up): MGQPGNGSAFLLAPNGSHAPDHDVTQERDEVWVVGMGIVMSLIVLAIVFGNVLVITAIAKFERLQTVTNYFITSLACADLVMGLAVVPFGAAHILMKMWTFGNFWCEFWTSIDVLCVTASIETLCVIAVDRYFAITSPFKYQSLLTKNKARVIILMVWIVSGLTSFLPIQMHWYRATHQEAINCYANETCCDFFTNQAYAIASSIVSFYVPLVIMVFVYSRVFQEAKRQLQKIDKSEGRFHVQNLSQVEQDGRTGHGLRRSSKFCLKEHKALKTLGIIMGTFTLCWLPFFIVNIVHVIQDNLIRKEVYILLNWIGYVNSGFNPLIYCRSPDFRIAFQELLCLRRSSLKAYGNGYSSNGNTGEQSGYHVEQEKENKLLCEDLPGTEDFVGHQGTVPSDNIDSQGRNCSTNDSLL
PKM2 activator = PKM2 (human) enzyme activation | Potency, µM (titrated, usually from 57.5 µM), for inactives: at the top dose activation, usual class: activators | actives 0.34% (n = 260,000) | purified PKM2, Kinase-Glo ATP luminescence, activation; response scale: 0% is enzyme alone, no compound | AID 1631; further: potency means the concentration at half of the fitted maximal effect; on the % scale 0 is the no-effect control and ±100 the full control effect; nearly all actives have a fitted effect of over 55% in size
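Kinase-Glo luminescence reports ATP generated from ADP (0.1 mM) and PEP (0.5 mM) by purified hPK-M2 after 1 h at room temperature, pH 7.2 imidazole buffer; intermediate enzyme activity allows detecting inhibitors and activators.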
FBPA coupling cs = counter-screen for Giardia aldolase inhibitors: coupling enzyme system. coupling enzyme system counterscreen, AmpLite Red fluorescence. actives 0.67% (n = 290,000). activity change, negative = inhibition, % at 58.2 µM, hits read low; in the data active means activity change below about -30%; further: on the % scale 0 is the no-effect control and ±100 the full control effect
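Activity here indicates interference with the coupling reaction, not aldolase inhibition. Compounds at 57.5 uM final met coupling enzymes for 10 min at RT; substrate and AmpLite Red detection followed, with a 525/598 nm fluorescence read after 20 min.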
USP2a block = USP2a (human) protease inhibition | O75604 | USP2 core, Ub-CHOP2 coupled fluorogenic reporter, 485/531 | Potency, µM (series often up to 38.3 µM), for the others: at the highest dose activity change, negative = inhibition, actives largely listed as inhibitors | actives 0.01% (n = 330,000) | AID 463254;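 further: potency means the concentration at half of the fitted maximal effect; plate controls were DMSO wells for no effect and full inhibition by NEM control for full effect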
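Cell-free coupled assay: 10nM USP2 core preincubated 30min RT with compound in Tris-HCl pH 8.0/CaCl2/CHAPS buffer, then 25nM Ub-CHOP2 and 25nM reporter substrate; fluorescence (Ex 485/Em 531) read after 60min RT, normalized to NEM inhibition, concentration-response curves fitted.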
MLL CXXC-DNA inh = MLL CXXC-DNA interaction inhibition | Q03164 | MLL-CXXC / FITC-HOXA9 DNA fluorescence polarization | Potency, µM (doses to about 115 µM), without a hit: at the top dose activity change, negative = inhibition, most hits filed as inhibitors | actives 0.037% (n = 290,000) | AID 2662; active means well fitted inhibition curve with a large enough effect in the polarisation, with a control signal flat, not every such curve was filed as active; inconclusive means small, poorly fitted or top-dose-only effect, or effect the other way, or a change in a side signal; inactive means no such curve, though single readings can be large or run the other way; the % refers to the polarisation; further: potency means the concentration at half of the fitted maximal effect
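Fluorescence polarization: 7 uM MLL-CXXC (stock) preincubated 5 min with compounds, then 50 nM fluorescein-HOX-A9 DNA (stock) added; 30 min ambient. Buffer 50 mM Tris-HCl pH 7.5, 50 mM NaCl, 1 mM DTT, 0.05% BSA.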
GALK inh = inhibitors of human galactokinase | Purified GALK, Kinase-Glo residual ATP luminescence | Potency, µM (titrated, usually from 57.5 µM), inactives show at the top dose activity change, negative = inhibition, hits mostly inhibitors | actives 0.007% (n = 270,000) | AID 1868; further: potency means the concentration at half of the fitted maximal effect; on the % scale 0 is the no-effect control and ±100 the full control effect
Target sequence (P51570 whole entry, looked up): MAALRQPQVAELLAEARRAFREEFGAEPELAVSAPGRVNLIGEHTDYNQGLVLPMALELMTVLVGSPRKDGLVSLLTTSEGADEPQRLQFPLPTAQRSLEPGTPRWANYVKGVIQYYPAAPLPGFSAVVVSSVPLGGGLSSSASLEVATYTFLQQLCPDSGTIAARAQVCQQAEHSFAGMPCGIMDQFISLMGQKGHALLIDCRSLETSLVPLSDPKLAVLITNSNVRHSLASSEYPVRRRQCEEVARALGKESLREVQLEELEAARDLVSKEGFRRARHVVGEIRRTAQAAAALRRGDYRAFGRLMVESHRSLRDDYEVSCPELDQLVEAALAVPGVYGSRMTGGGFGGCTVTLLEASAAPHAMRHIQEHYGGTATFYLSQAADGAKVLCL
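Quantitative HTS: GALK 5 nM, ATP 35 uM, galactose 100 uM, 1 h room temperature, then luciferase-based ATP detection.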
Menin-MLL TR inh = displaces Texas Red mutant MLL peptide from human menin. Menin + Texas Red MLL mutant peptide, fluorescence polarization. Potency, µM (series often up to 61.6 µM), for inactives: at the highest dose FP activity change, negative = inhibition, hits mostly inhibitors. actives 0.23% (n = 270,000); active means well fitted inhibition curve with a large enough effect in the polarisation, with a control signal flat, not every such curve was filed as active; inconclusive means small, poorly fitted or top-dose-only effect, or effect the other way, or a change in a side signal; inactive means no such curve, though single readings can be large or run the other way; the % refers to the polarisation; further: potency means the concentration at half of the fitted maximal effect; % of control where 0% means no effect; many of its hits are not listed in these tables
KCNH2 3.1 inh = KCNH2 3.1 (human) potassium channel inhibition. U2OS KCNH2 3.1, thallium flux FluxOr; hits give low values. activity change, % (tested at about 1.8 µM). actives 0.95% (n = 340,000);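 active means maximum activity change below -70%; inconclusive means maximum activity change from -70% to -50%; inactive means maximum activity change above -50%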;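 further: thallium influx rate constant from kinetic fluorescence after stimulation buffer; on the % scale 0 is the no-effect control and ±100 the full control effect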
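Normalized rate constant (relative to positive and negative DMSO controls) derived from a 2 min kinetic fluorescence read after stimulation; U2OS cells expressing the 3.1 isoform via virus at 1.77 x 10^8 /mL.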
* = called active by the depositor; ? = inconclusive; . = not tested or not shown; [ ] = remark or other dose. Unless noted, the call rests on the fitted dose curve; in most records, active means well fitted curve in the direction sought with a large enough effect; inconclusive means small, poorly fitted or top-dose-only effect, or another doubt; inactive means no such curve, though single readings can be large; an effect the other way counts as inactive or inconclusive. An excerpt, so the mix of outcomes need not match the whole.

The opening 3 records (preview)
SMILES	hERG WT inh	Giardia kill	TRPV1 agonist	B2AR arrestin	PKM2 activator	FBPA coupling cs	USP2a block	MLL CXXC-DNA inh	GALK inh	Menin-MLL TR inh	KCNH2 3.1 inh
CC(=O)c1ccc(NC(=O)c2ccc3c(c2)C(=O)N(c2ccccn2)C3=O)cc1	-8	1	14	-0.3%	.	1	0%	3%	-3%	31%[activator]	-26
CCN(CC)C(=O)CN1CCN(c2ccccc2F)CC1	-7	9	0	-0.2%	-6%	0	2%	2%	1%	3%	16
COc1ccc(N(C(=O)c2snc(C(N)=O)c2N)C(C(=O)NC2CCCC2)c2cc(OC)ccc2OC)c(OC)c1 (stereo not given)	6	-6	?	-0.5%	2%	-1	0%	9%	1%	-13%	4

The listing, previewed entries included:
SMILES	hERG WT inh	Giardia kill	TRPV1 agonist	B2AR arrestin	PKM2 activator	FBPA coupling cs	USP2a block	MLL CXXC-DNA inh	GALK inh	Menin-MLL TR inh	KCNH2 3.1 inh
CC(=O)c1ccc(NC(=O)c2ccc3c(c2)C(=O)N(c2ccccn2)C3=O)cc1	-8	1	14	-0.3%	.	1	0%	3%	-3%	31%[activator]	-26
CCN(CC)C(=O)CN1CCN(c2ccccc2F)CC1	-7	9	0	-0.2%	-6%	0	2%	2%	1%	3%	16
COc1ccc(N(C(=O)c2snc(C(N)=O)c2N)C(C(=O)NC2CCCC2)c2cc(OC)ccc2OC)c(OC)c1 (stereo not given)	6	-6	?	-0.5%	2%	-1	0%	9%	1%	-13%	4
O=C1C=CC(=O)N1N(c1ccccc1)c1ccccc1	2	19	3	-2.0%	21%	0	4%	0%	1%	15%	3
COC(=O)c1ccc(-c2ncc(-c3cccc4ccccc34)o2)cc1	-17	4	4	0.3%	6%	2	0%	-4%	-1%	-13%	1
CCOc1c(Cl)cc(C(=O)Nc2ccccc2-c2ccccc2)cc1Cl	-3	4	17	0.1%	-2%	9	3%	2%	-1%	-2%	-21
CC(OC(=O)c1cccc(S(=O)(=O)N2CCOCC2)c1)C(=O)NC1CCCCC1C (stereo not given)	0	0	4	-1.5%	.	.	2%	.	.	.	-4
Cc1cc2ccccn2c1C(=O)c1nc(NCc2ccco2)ncc1Cl	-3	9	8	0.5%	.	-1	3%	-6%	8%	0%	.
COc1ccc2c(c1)CC/C(=C/c1ccncc1)C2=O	-5	-19	3	-1.2%	-8%	0	0%	-5%	.	0%	11
COC(=O)C1CCN(c2ccc([N+](=O)[O-])cc2)CC1	-7	8	10	0.3%	-4%	2	-1%	-4%	0%	11%	1
Cc1ccc(CNC(=O)C2CCN(C(=O)Nc3ccccc3)CC2)cc1	7	-4	9	-0.3%	-3%	1	-2%	0%	1%	-17%	4
CCOc1ccc(-n2cc(-c3ccc(OC)c(OC)c3)[nH]c2=S)cc1	-2	16	-3	0.0%	2%	-1	0%	3%	1%	-1%	-7
Cc1cccc(Nc2nc3c(c(=O)n(C)c(=O)n3C)n2CC(O)CO)c1 (stereo not given)	1	-13	.	-0.6%	-2%	-1	1%	5%	-7%	.	-1
N#Cc1nc(-c2cccc(Cl)c2)oc1N1CCC(C(N)=O)CC1	1	-19	30	0.0%	.	-2	2%	7%	-1%	33%[activator]	8
O=C(Nc1nccs1)c1ccc(S(=O)(=O)NCc2cccs2)cc1	-10	-8	2	-0.4%	7%	0	5%	-1%	2%	?	4
CCCOc1ccc(N2C(=O)CC(SCCN)C2=O)cc1 (stereo not given)	7	-15	9	0.1%	2%	1	0%	-2%	3%	-1%	7
CCOc1ccc(/C=N/n2c(C)nc3ccccc3c2=O)cc1	19	10	?	-0.3%	.	0	0%	-4%	1%	-9%	9
N#Cc1ccccc1OCC(=O)OCC(=O)c1ccc[nH]1	-3	-16	1	-0.2%	.	.	0%	.	.	.	0
CCC1(C)Cc2ccccc2C(=O)N1 (stereo not given)	-5	13	3	-0.4%	-2%	-1	6%	-4%	3%	.	-3
CN(c1ccc(OCc2ccc([N+](=O)[O-])cc2)cc1)S(=O)(=O)c1ccccc1	-48	1	-2	-0.3%	.	-6	2%	-3%	-3%	39%[activator]	?
O=C(Nc1ncccc1O)c1ccc2c(c1)OCO2	-3	-4	4	0.3%	.	.	-6%	.	.	.	-6
C/C(=N\Nc1ccc([N+](=O)[O-])cc1[N+](=O)[O-])c1ccc(-n2nncc2C(C)(C)C)cc1	-2	-2	-2	0.2%	-12%	5	0%	0%	0%	-11%	3
C=CCn1c(NCc2ccccc2O)nc2ccccc21	-7	15	0	0.4%	12%	-1	0%	1%	4%	24%	-6
Cc1ccc(Cn2c(C)c3cnn(CC(=O)NCc4ccccn4)c(=O)c3c2C)cc1	-3	-1	0	0.0%	1%	0	-1%	.	.	-9%	35
CS(=O)c1ccccc1COC(=O)Nc1ccccc1 (stereo not given)	-1	12	4	-0.1%	7%	-1	2%	-2%	1%	11%	-5
Cc1nn(C)cc1CNC(=O)CCC(=O)O	2	8	.	0.3%	1%	0	1%	1%	0%	.	-1
O=C(CC1(O)C(=O)N(Cc2ccccc2)c2ccccc21)c1ccc2c(c1)OCO2 (stereo not given)	-1	0	-1	0.4%	2%	0	-1%	-4%	1%	?	-3
CCOC(=O)c1ccc(NS(=O)(=O)c2ccc3c(c2)CCCN3C(C)=O)cc1	34	3	2	0.2%	2%	8	0%	-4%	1%	-25%	2
O=S(=O)(Nc1ccncc1)c1ccc(Cl)c(Cl)c1	7	10	2	0.4%	5%	-2	-1%	-9%	4%	-4%	2
Cn1nc(CC(=O)NCc2cccc3ccccc23)c2ccccc2c1=O	2	11	-10	0.0%	-1%	-2	0%	4%	0%	3%	13
CCCc1cc(=O)n2[nH]c(NCc3c(F)cccc3Cl)nc2n1	-7	-8	-3	0.0%	2%	0	0%	-6%	-4%	?	22
COc1ccc(NC(=O)Nc2cccc(C)n2)c(OC)c1	19	-16	-1	-0.7%	.	4	-2%	-28%	-1%	-21%	12
N#Cc1ccc(C(=O)Nc2cccc3ncccc23)c(F)c1	0	1	16	-0.9%	-2%	1	-7%	4%	.	-7%	22
CN(C)Cc1c(O)ccc2occ(C(=O)c3ccc(F)cc3)c12	61	-4	-4	0.6%	-4%	0	1%	31%[activator]	-6%	3%	-8
c1ccc2c(Oc3ccc4c(c3)OCO4)nncc2c1	-5	-9	-2	-0.7%	-6%	2	1%	23%	4%	0%	2
CCOC(=O)N1CCN(C(=O)C(C)SCc2ccccc2)CC1 (stereo not given)	-6	-5	.	-0.1%	-1%	-1	3%	3%	0%	.	-13
COc1cccc(CNC(=O)CCc2nnc3ccc(NCCCN4CCCC4=O)nn23)c1	4	-4	-6	0.3%	-4%	5	5%	-4%	8%	5%	40
COCCn1c(-c2cc(OC)c(OC)c(OC)c2)nc2oc3cc(OC)ccc3c(=O)c2c1=O	11	8	6	-0.4%	5%	-1	2%	-18%	-1%	.	-13
CC(C)CC(=O)NC(=S)N1CCCCCC1	-2	11	-2	-0.1%	-4%	2	1%	0%	-5%	24%	15
COc1cccc(OC)c1C(=O)n1nc(C)cc1C	-1	-10	3	0.0%	-4%	0	1%	-2%	0%	6%	2
CCc1ccc(OC(C)C(=O)N(Cc2ccco2)C2CCS(=O)(=O)C2)cc1 (stereo not given)	7	-2	-2	-1.0%	6%	0	1%	.	.	-2%	21
CCCCOC(=O)C1=C(C)NC2(O)c3ccccc3C(=O)C12O (stereo not given)	30	-20	-3	0.1%	1%	-1	0%	-5%	0%	-23%	40
CCN(CC)c1ccc(NC2=C(Cl)C(=O)c3ccccc3C2=O)cc1	-42	-3	14	15%	-6%	-38*	2%	7%	3%	?	-36
CC(=O)NCC1CCN(C(=O)C2CCC(=O)N(CCc3cccc(F)c3)C2)CC1 (stereo not given)	12	12	1	-0.5%	2%	.	1%	1%	-3%	.	5

4 of the compounds above, bar-delimited.
SMILES | hERG WT inh | Giardia kill | TRPV1 agonist | B2AR arrestin | PKM2 activator | FBPA coupling cs | USP2a block | MLL CXXC-DNA inh | GALK inh | Menin-MLL TR inh | KCNH2 3.1 inh
CCOC(=O)N1CCN(C(=O)C(C)SCc2ccccc2)CC1 (stereo not given) | -6 | -5 | . | -0.1% | -1% | -1 | 3% | 3% | 0% | . | -13
CCN(CC)c1ccc(NC2=C(Cl)C(=O)c3ccccc3C2=O)cc1 | -42 | -3 | 14 | 15% | -6% | -38* | 2% | 7% | 3% | ? | -36
COc1cccc(CNC(=O)CCc2nnc3ccc(NCCCN4CCCC4=O)nn23)c1 | 4 | -4 | -6 | 0.3% | -4% | 5 | 5% | -4% | 8% | 5% | 40
CCCc1cc(=O)n2[nH]c(NCc3c(F)cccc3Cl)nc2n1 | -7 | -8 | -3 | 0.0% | 2% | 0 | 0% | -6% | -4% | ? | 22

Assay outcomes from PubChem.
